Screening data deposited in PubChem BioAssay by National Center for Advancing Translational Sciences (NCATS).
KB-V1 MDR tox: qHTS assay for MDR1-selective chemotherapeutics: Primary screen using the drug-selected MDR subline cells KB-V1; KB-V1 MDR cells viability, CellTiter-Glo, 72 h; actives 3.4% (n = 400,000); Potency, µM (titrated, usually from 46.1 µM), without a hit: at the highest dose activity change, negative = cytotoxicity, actives largely listed as cytotoxic; note: potency is the fitted concentration of half-maximal effect; % is set by controls: 0 for no effect and ±100 for the full control effect; nearly all actives have a fitted effect of over 60% in size
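KB-V1 MDR subline cells in DMEM (phenol-red free, 10% FBS) exposed to compounds in qHTS concentration series for 72 h at 37 degrees C. Viability read by CellTiter-Glo luminescence; concentration-effect curves fitted after normalization and correction.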
WRN inhibitor: qHTS for Inhibitors of WRN Helicase | Bifunctional 3'-5' exonuclease/ATP-dependent helicase WRN (Homo sapiens), Q14191 | WRN helicase unwinding, fluorescent forked duplex, kinetic | Potency, µM (titrated, usually from 114 µM), for the others: at the top dose activity change, negative = inhibition, hits mostly inhibitors | actives 0.46% (n = 360,000); note: potency is the fitted concentration of half-maximal effect; % is set by controls: 0 for no effect and ±100 for the full control effect; nearly all actives have a fitted effect of over 55% in size
Target sequence (Q14191 whole entry, looked up): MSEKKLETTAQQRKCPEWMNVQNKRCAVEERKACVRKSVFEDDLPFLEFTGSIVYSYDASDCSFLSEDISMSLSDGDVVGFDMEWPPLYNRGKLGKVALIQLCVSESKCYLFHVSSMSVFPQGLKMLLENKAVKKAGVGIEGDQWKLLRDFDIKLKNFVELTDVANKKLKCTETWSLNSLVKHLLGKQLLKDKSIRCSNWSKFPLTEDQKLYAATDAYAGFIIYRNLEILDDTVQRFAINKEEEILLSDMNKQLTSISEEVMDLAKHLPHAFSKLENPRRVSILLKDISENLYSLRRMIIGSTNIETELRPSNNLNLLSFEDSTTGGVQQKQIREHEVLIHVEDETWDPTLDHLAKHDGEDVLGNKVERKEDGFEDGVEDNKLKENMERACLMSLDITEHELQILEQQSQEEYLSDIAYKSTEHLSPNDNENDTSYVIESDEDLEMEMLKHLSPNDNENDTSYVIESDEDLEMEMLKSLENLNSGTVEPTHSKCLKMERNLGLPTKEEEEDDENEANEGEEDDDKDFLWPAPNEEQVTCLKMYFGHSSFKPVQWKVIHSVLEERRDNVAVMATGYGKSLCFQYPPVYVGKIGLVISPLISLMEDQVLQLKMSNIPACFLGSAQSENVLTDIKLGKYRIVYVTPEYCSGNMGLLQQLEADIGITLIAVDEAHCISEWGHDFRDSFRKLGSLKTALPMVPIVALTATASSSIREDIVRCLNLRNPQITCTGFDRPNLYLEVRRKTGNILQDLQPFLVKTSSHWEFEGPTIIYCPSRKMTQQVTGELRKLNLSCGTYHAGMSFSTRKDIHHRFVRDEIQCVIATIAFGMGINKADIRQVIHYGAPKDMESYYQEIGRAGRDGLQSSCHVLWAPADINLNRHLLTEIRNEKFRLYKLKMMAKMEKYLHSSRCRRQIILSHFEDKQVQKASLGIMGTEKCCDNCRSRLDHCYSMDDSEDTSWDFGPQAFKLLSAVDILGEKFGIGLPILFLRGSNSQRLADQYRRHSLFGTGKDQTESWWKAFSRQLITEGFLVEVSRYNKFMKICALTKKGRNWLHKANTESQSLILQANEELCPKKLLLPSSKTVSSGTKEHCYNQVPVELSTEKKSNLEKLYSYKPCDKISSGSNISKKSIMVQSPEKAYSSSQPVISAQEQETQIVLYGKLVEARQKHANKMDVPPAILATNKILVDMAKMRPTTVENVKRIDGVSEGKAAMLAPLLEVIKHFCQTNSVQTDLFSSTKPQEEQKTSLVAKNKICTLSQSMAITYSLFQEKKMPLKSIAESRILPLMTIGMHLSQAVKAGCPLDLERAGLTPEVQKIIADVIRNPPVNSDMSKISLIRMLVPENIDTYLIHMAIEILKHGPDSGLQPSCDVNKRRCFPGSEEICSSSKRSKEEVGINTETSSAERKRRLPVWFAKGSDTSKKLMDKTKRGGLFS
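Fluorescence dequenching readout, ex 525 nm/em 598 nm, kinetic mode: forked duplex DNA (100 nM final) with adjacent fluorophore and quencher unwound by WRN (20 nM final) with 2 mM ATP. Compound preincubation 15 min, room temperature.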
HT1080-NT tox: qHTS for induction of synthetic lethality in tumor cells producing 2HG: qHTS for the HT-1080-NT fibrosarcoma cell line; Potency, µM (series often up to 46.1 µM), inactives show top-dose activity, negative = less viability, hits mostly cytotoxic; actives 1.6% (n = 360,000); HT-1080-NT fibrosarcoma viability, CellTiter-Glo ATP luminescence, 48 h;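 note: NT is the 2HG producing partner of a matched IDH1 knockdown line; potency is the fitted concentration of half-maximal effect; 0% = DMSO-treated cells and -100% = media-only wells without cells; nearly all actives have a fitted effect of over 55% in size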
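Luminescent CellTiter-Glo readout after 48 hours of compound exposure at 37 degrees C defined viability of HT-1080-NT cells. Activity was normalized to DMSO wells and cell-free media wells; concentration-response curves were fitted and assigned curve classes.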
IL-1B inflam inh: qHTS for Inhibitors of Inflammasome Signaling: IL-1-beta AlphaLISA Primary Screen; THP-1 LPS/ATP IL-1B secretion, AlphaLISA, 16 h; stronger effect = lower value; activity change, % at 57.5 µM; actives 4.7% (n = 360,000); in the data active = activity change below about -50%; inconclusive = mostly about -30% to -49%; note: % is set by controls: 0 for no effect and ±100 for the full control effect
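THP-1 cells pretreated 1 hr with compounds (up to 57.5 uM final), then stimulated with LPS (250 ng/mL final) plus ATP (1.25 mM final); secreted IL-1B measured by AlphaLISA after 16 hr, decreased signal indicating inhibition.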
MCF10A rerep: A quantitative high throughput screen for small molecules that induce DNA re-replication in MCF 10a normal breast cells. MCF 10A DNA re-replication, Hoechst nuclear intensity, 48 h. Potency, µM (top dose mostly 46.1 µM), for the others: top-dose activity, positive = re-replication, actives largely listed as activators. actives 2.9% (n = 350,000). AID 624296, 2012; note: potency is the fitted concentration of half-maximal effect; % of control where 0% means no effect; nearly all actives have a fitted effect of over 50% in size
KB-3-1 cytotox: qHTS assay for MDR1-selective chemotherapeutics: Primary screen using the parental adenocarcinoma cell KB-3-1; KB-3-1 viability, CellTiter-Glo ATP luminescence, 72 h; Potency, µM (titrated, usually from 46.1 µM), without a hit: at the highest dose activity change, negative = cytotoxic, most hits filed as cytotoxic; actives 1.4% (n = 400,000); AID 1347075, 2019; note: potency is the fitted concentration of half-maximal effect; % is set by controls: 0 for no effect and ±100 for the full control effect; nearly all actives have a fitted effect of over 60% in size
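Screening of KB-3-1 cells (DMEM, 10% FBS, phenol-red free) ran from lowest to highest compound concentration; after 72 h at 37 °C viability was read luminescently and curves fitted.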
HT1080 IDH1KD tx: qHTS for induction of synthetic lethality in tumor cells producing 2HG: qHTS for the HT-1080-IDH1KD cell line | HT-1080 IDH1 knockdown viability, ATP luminescence, 48 h | Potency, µM (highest dose often 46.1 µM), for the others: at the top dose activity, negative = toxicity, usual class: cytotoxic | actives 2% (n = 360,000) | AID 686971, 2013;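 note: potency is the fitted concentration of half-maximal effect; 0% = DMSO wells and -100% = cell-free medium wells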
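IDH1KD HT-1080 cells, 750/well, RPMI + 5% FBS; compound pinned after 2 h settling; 48 h, 37 °C; CellTiter-Glo luminescence; % activity normalised to DMSO and no-cell wells; curves fitted, classed by r2 and efficacy.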
SW480 rerep: A quantitative high throughput screen for small molecules that induce DNA re-replication in SW480 colon adenocarcinoma cells. SW480 DNA re-replication, Hoechst DNA content imaging, 48 h. Potency, µM (series often up to 46.1 µM), inactives show top-dose re-replication activation, hits mostly activators. actives 1.8% (n = 340,000). AID 624297, 2012; note: potency is the fitted concentration of half-maximal effect; % of control where 0% means no effect; nearly all actives have a fitted effect of over 55% in size
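Compounds, transferred as 23 nL by pin tool, were incubated with cells for 48 hr; DNA content per nucleus was then quantified by Hoechst staining and fluorescence plate imaging.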
ATXN2 expr inh: Primary qHTS for Inhibitors of ATXN expression. HEK-293 ATXN2-luciferase reporter, luminescence, 24 h. Potency, µM (highest dose often 57 µM), without a hit: at the highest dose activity change, negative = inhibition, actives largely listed as inhibitors. actives 0.72% (n = 360,000); note: potency is the fitted concentration of half-maximal effect; % is set by controls: 0 for no effect and ±100 for the full control effect; nearly all actives have a fitted effect of over 55% in size
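ATXN2-luciferase reporter cells (luciferase flanked by upstream and downstream ATXN2 gene portions) were treated 24 h at 37 °C with compounds at up to 57 uM. SteadyGlo luminescence gave expression; GF-AFC fluorescence gave viability.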
Numbers without * were called inactive; & = joins results of further samples; [ ] = another dose, or the depositor's remark. Unless noted, calls come from the whole dose curve; as a rule, active = well fitted curve in the direction sought with a large enough effect; inconclusive = small, poorly fitted or top-dose-only effect, or another doubt; inactive = no such curve, though single readings can be large; an effect the other way counts as inactive or inconclusive.

`O=C(COC(=O)CNC(=O)c1ccc(-c2ccccc2)cc1)NCc1ccco1` gave KB-V1 MDR tox 3%, WRN inhibitor -14%, HT1080-NT tox 5%, IL-1B inflam inh 1, MCF10A rerep 0%, KB-3-1 cytotox -3%, HT1080 IDH1KD tx 0%, SW480 rerep -1% and ATXN2 expr inh 0%.
For Cc1ccc(NC(=O)O/N=C/c2c(C)nn(C(C)(C)C)c2C)cc1Cl the results were KB-V1 MDR tox 0%, WRN inhibitor -13%, HT1080-NT tox 1%, IL-1B inflam inh 18, MCF10A rerep inconclusive, KB-3-1 cytotox 20%, HT1080 IDH1KD tx -2%, SW480 rerep 2% and ATXN2 expr inh -81%.
Screening O=C(c1ccc(Cl)c(S(=O)(=O)N2CCOCC2)c1)N(Cc1ccco1)Cc1cccs1 returned KB-V1 MDR tox -5%, WRN inhibitor -9%, HT1080-NT tox 6%, IL-1B inflam inh -3, MCF10A rerep 12%, KB-3-1 cytotox 0%, HT1080 IDH1KD tx 10%, SW480 rerep -1% and ATXN2 expr inh 2%.
Screening CC1(C(=O)CSc2nc3ccccc3[nH]2)CCC(=O)O1 (stereo unspecified) returned KB-V1 MDR tox 0%, WRN inhibitor -23%[57.1 µM], HT1080-NT tox 16%, IL-1B inflam inh 17, MCF10A rerep -9%, KB-3-1 cytotox 20%, HT1080 IDH1KD tx 14%, SW480 rerep 3% and ATXN2 expr inh 1%.
For COc1cccc2c1cc1c(=O)n(CC(=O)N3CCCC3)nc(C)n12 the results were KB-V1 MDR tox 6%, WRN inhibitor 1%, HT1080-NT tox inconclusive, IL-1B inflam inh 0, MCF10A rerep -20%, KB-3-1 cytotox -3%, HT1080 IDH1KD tx 27%, SW480 rerep 0% and ATXN2 expr inh 2%.
`COc1ccc(CN=Cc2c(C(=O)O)[nH]c3ccccc23)cc1` gave KB-V1 MDR tox 1%, WRN inhibitor 0%, HT1080-NT tox -4%, IL-1B inflam inh 24, MCF10A rerep 0%, KB-3-1 cytotox -5%, HT1080 IDH1KD tx 0%, SW480 rerep -3% and ATXN2 expr inh -3%[11.3 µM].
For CN(C)C(=O)c1nc2ccc(Cl)cn2c1CN1CCN(c2ncccn2)CC1 the results were KB-V1 MDR tox 22%, WRN inhibitor 12%, HT1080-NT tox -11%, IL-1B inflam inh -7, MCF10A rerep -4%, KB-3-1 cytotox 1%, HT1080 IDH1KD tx -8% and SW480 rerep -5%.
COC(=O)N/C(C)=C1/NC(=O)c2ccccc2C(c2ccccc2)N1 (stereo unspecified) was read as KB-V1 MDR tox 1%, WRN inhibitor 2%, HT1080-NT tox -2%, IL-1B inflam inh -10, MCF10A rerep -2%, KB-3-1 cytotox -3%, HT1080 IDH1KD tx -4%, SW480 rerep 1% and ATXN2 expr inh 0%.
`COc1ccc(NC(=O)CSc2nnc(C3CC3)n2C)cc1` gave KB-V1 MDR tox 6%, WRN inhibitor inconclusive, HT1080-NT tox 14%, IL-1B inflam inh -8, MCF10A rerep inconclusive, KB-3-1 cytotox 2%, HT1080 IDH1KD tx 23%, SW480 rerep inconclusive and ATXN2 expr inh 12%.
`CCCC/C=C/C(NC(=O)c1ccc(C(=O)OC)cc1)c1ccccc1` (stereo unspecified) gave KB-V1 MDR tox 9%, WRN inhibitor -1%, HT1080-NT tox -1%, IL-1B inflam inh 4, MCF10A rerep -1%, KB-3-1 cytotox 11%, HT1080 IDH1KD tx 0%, SW480 rerep 10% and ATXN2 expr inh 6%.
COc1cc(C(=O)Nc2nccs2)c(Br)c(OC)c1OC was read as KB-V1 MDR tox inconclusive, WRN inhibitor -4%, HT1080-NT tox -3%, IL-1B inflam inh 34, MCF10A rerep inconclusive, KB-3-1 cytotox -14%, HT1080 IDH1KD tx -3%, SW480 rerep 6% and ATXN2 expr inh -5%.
Screening COc1cc2[nH]c(C(=O)N3CCN(C)CC3)cc2c(OC)c1OC returned KB-V1 MDR tox 3%, WRN inhibitor -4%[57.1 µM], HT1080-NT tox 6%, IL-1B inflam inh 16, MCF10A rerep -3%, KB-3-1 cytotox 13%, HT1080 IDH1KD tx 19%, SW480 rerep 1% and ATXN2 expr inh 6%.
Screening CC(C)(CO)CNC(=O)CCc1nnc(-c2ccc(-c3ccccc3)cc2)o1 returned KB-V1 MDR tox -27%, WRN inhibitor 0%, HT1080-NT tox 11%, IL-1B inflam inh -7, MCF10A rerep 1%, KB-3-1 cytotox 1%, HT1080 IDH1KD tx -11%, SW480 rerep 2% and ATXN2 expr inh inconclusive.
For CCc1ccccc1NC(=O)CN1C(=O)c2ccccc2S1(=O)=O the results were KB-V1 MDR tox 13%, WRN inhibitor 5%, HT1080-NT tox 12%, IL-1B inflam inh 6, MCF10A rerep -2%, KB-3-1 cytotox 9%, HT1080 IDH1KD tx 2%, SW480 rerep 21% and ATXN2 expr inh 2%.
C=CCn1c(SCC(=O)N2CCOCC2)nc(O)c(Cc2ccccc2)c1=O was read as KB-V1 MDR tox 24%, WRN inhibitor -4%, HT1080-NT tox 12%, IL-1B inflam inh -1, MCF10A rerep -5%, KB-3-1 cytotox 4%, HT1080 IDH1KD tx 5%, SW480 rerep -1%[9.22 µM] and ATXN2 expr inh 10%.
O=C1NCCCC1C(=O)N/N=C/c1ccccc1 (stereo unspecified) was read as KB-V1 MDR tox -5%, WRN inhibitor 2%, HT1080-NT tox 3%, IL-1B inflam inh 7, MCF10A rerep -2%, KB-3-1 cytotox -1%, HT1080 IDH1KD tx 1%, SW480 rerep -8% and ATXN2 expr inh 9%.
`CCOC(=O)C1=C(C)NC(=O)NC1c1cccnc1` (stereo unspecified) gave KB-V1 MDR tox 0%, WRN inhibitor -16%[57.1 µM], HT1080-NT tox 0%, IL-1B inflam inh 12, MCF10A rerep 0%, KB-3-1 cytotox 7%, HT1080 IDH1KD tx 2%, SW480 rerep 1% and ATXN2 expr inh -5%.
C1CCc2c(c(N3CCOCC3)nc3sc4c(N5CCOCC5)nnnc4c23)C1 was read as KB-V1 MDR tox 13%, WRN inhibitor -31%, HT1080-NT tox 21%, IL-1B inflam inh 10, MCF10A rerep 3%, KB-3-1 cytotox 2%, HT1080 IDH1KD tx 23%, SW480 rerep -7% and ATXN2 expr inh -15%.
For CCOc1ccc(C(=O)Nc2ccccc2N2CCCC2)cc1 the results were KB-V1 MDR tox inconclusive, WRN inhibitor -3%, HT1080-NT tox -3%, IL-1B inflam inh 4, MCF10A rerep inconclusive, KB-3-1 cytotox 23µM*, HT1080 IDH1KD tx -12%, SW480 rerep inconclusive and ATXN2 expr inh 14%.
For CCOc1cc(C2C3=C(CCCC3=O)OC3=C2C(=O)CCC3)cc([N+](=O)[O-])c1O the results were KB-V1 MDR tox -9%, WRN inhibitor -5%, HT1080-NT tox 1%, IL-1B inflam inh -16, MCF10A rerep 5%, KB-3-1 cytotox 0%, HT1080 IDH1KD tx -1%, SW480 rerep -4% and ATXN2 expr inh -10%.
`O=C(Cn1cnc2c(oc3ccccc32)c1=O)NCc1ccco1` gave KB-V1 MDR tox -24%, WRN inhibitor -6%, HT1080-NT tox -5%, IL-1B inflam inh 24, MCF10A rerep inconclusive, KB-3-1 cytotox 4%, HT1080 IDH1KD tx 10%, SW480 rerep -10% and ATXN2 expr inh 34%[activator].
`CCOc1ccc(/C=N/NC(=O)c2nnn(-c3nonc3N)c2CN2CCC(C)CC2)cc1` gave KB-V1 MDR tox -15%, WRN inhibitor -8%, HT1080-NT tox 7%, IL-1B inflam inh -7, MCF10A rerep -1%, KB-3-1 cytotox 0%, HT1080 IDH1KD tx 11%, SW480 rerep -2% and ATXN2 expr inh 1%.
For Cc1cccc2c(=O)cc(C)n(CC(N)=O)c12 the results were KB-V1 MDR tox inconclusive, WRN inhibitor 4%, HT1080-NT tox -1%, IL-1B inflam inh -9, MCF10A rerep 33%, KB-3-1 cytotox -14%, HT1080 IDH1KD tx 1%, SW480 rerep -19% and ATXN2 expr inh -8%.
`CN1C(C(=O)Nc2ccccn2)=C(O)c2ccccc2S1(=O)=O` gave KB-V1 MDR tox -2%, WRN inhibitor 3%, HT1080-NT tox -5%, IL-1B inflam inh -13, MCF10A rerep 13%, KB-3-1 cytotox 0%, HT1080 IDH1KD tx 14%, SW480 rerep -23% and ATXN2 expr inh 2%&-21%&17%.
O=C(O)c1ccc(Cn2cnc3c(=S)nc[nH]c32)cc1 was read as KB-V1 MDR tox 16%, WRN inhibitor -18%, HT1080-NT tox 25%, IL-1B inflam inh -9, MCF10A rerep 1%, KB-3-1 cytotox 12%, HT1080 IDH1KD tx 23%, SW480 rerep -1% and ATXN2 expr inh 10%.
For Cc1nc(SCC(=O)Nc2c(C)nn(C)c2C)c2cnn(-c3ccccc3)c2n1 the results were KB-V1 MDR tox -12%, WRN inhibitor 3%, HT1080-NT tox -1%, IL-1B inflam inh 17, MCF10A rerep 0%, KB-3-1 cytotox inconclusive, HT1080 IDH1KD tx inconclusive, SW480 rerep 1% and ATXN2 expr inh 2%.
